D3 antag: qHTS of D3 Dopamine Receptor Antagonist: qHTS; D(3) dopamine receptor (Homo sapiens), P35462; max response, negative = inhibition, %; AID 652054, 2013; actives 2.5% (n = 360,000); D3R cells, DiscoveRx beta-arrestin luminescence, antagonist mode; hits give low values; in the data active means max response below about -50%; inconclusive means no clear call, values can overlap the other calls; further: on the % scale 0 is the no-effect control and ±100 the full control effect; mostly tested at two doses, the higher about 12 µM
Target sequence (P35462 whole entry, looked up): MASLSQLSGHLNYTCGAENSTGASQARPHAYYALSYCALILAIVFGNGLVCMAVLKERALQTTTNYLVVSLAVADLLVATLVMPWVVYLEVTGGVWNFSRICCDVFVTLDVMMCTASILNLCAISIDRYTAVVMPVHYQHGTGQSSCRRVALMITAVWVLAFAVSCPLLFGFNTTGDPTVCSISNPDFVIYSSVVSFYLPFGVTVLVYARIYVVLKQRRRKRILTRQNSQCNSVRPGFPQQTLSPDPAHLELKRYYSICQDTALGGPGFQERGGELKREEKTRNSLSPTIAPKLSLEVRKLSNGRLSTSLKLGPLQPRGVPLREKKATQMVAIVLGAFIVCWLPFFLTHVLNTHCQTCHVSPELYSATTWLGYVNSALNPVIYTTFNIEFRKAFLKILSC
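Cells expressing the human receptor were seeded at 1500 cells/well, incubated overnight at 37 degrees C in 5% CO2, then exposed to library compounds with dopamine controls for 90 minutes at 37 degrees C before luminescent detection.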
DRD3 agonist: qHTS of D3 Dopamine Receptor Agonist: qHTS | max activation, % | AID 652048, 2013 | D3R DiscoveRx beta-arrestin cells, luminescence, 90 min | actives 0.58% (n = 410,000); in the data active means max activation above about 30%; further: 0% is about no effect; mostly tested at two doses, the higher about 12 µM
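Cells at 1500/well, incubated overnight, then treated with pinned compounds (dopamine as control) for 90 min at 37 degrees C. DiscoveRx reagent added for 30 - 60 minutes at room temperature; luminescence read.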
Akt phos inh: HTS Assay for Inhibitors of Akt Phophorylation: Primary Screen. Neuro2A IGF-stimulated pAkt S473 HTRF, 20 min; hits give low values. actives 0.32% (n = 360,000). AID 651550, 2012. activity change, % for hits at 50 µM; in the data active means activity change below about -80%; inconclusive means mostly about -51% to -80%; further: on the % scale 0 is the no-effect control and ±100 the full control effect
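Single-point screen (50 µM final compound) in Neuro2A cells stimulated 20 min with 6 nM IGF at 37 deg C. After lysis, Ser473-phosphorylated Akt read by HTRF (ex 330 nm, em 615/665 nm) as the 665/615 ratio.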
EPAC2 antag: qHTS for Antagonist of cAMP-regulated guanine nucleotide exchange factor 2 (EPAC2): primary screen; Rap guanine nucleotide exchange factor 4 (Homo sapiens), Q8WZA2; AID 720708, 2013; EPAC2 GEF exchange of Rap1B-BODIPY-GDP, fluorescence; Potency, µM (series often up to 114 µM), for inactives: at the top dose activity, negative = inhibition, usual class: inhibitors; actives 0.18% (n = 360,000); further: potency means the concentration at half of the fitted maximal effect; on the % scale 0 is the no-effect control and ±100 the full control effect; nearly all actives have a fitted effect of over 45% in size; many of its hits are not listed in these tables
MmCpn inh: Inhibitors of TCP-1 ring complex (TRiC) of Methanococcus maripaludis (MmCpn): qHTS; Chaperonin Mm-Cpn (Methanococcus maripaludis); purified Mm-Cpn ATPase, ADP Transcreener TR-FRET; Potency, µM (top dose mostly 76.9 µM), for the others: at the highest dose activity, negative = inhibition, usual class: inhibitors; actives 0.031% (n = 330,000); AID 504842, 2011; further: potency means the concentration at half of the fitted maximal effect; on the % scale 0 is the no-effect control and ±100 the full control effect; nearly all actives have a fitted effect of over 80% in size
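Reaction buffer contained 30 mM Tris pH 7.4, 100 mM KCl, 5 mM MgCl2 and 1 mM DTT. Mm-CPN (25 nM final) hydrolysed 10 uM ATP over 30 min at 37°C; ADP was read by HTRF.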
PTHR1 ag: qHTS for PTHR1 Agonists: Primary Screen; HEK293 GP2 PTHR1 cells, GloSensor cAMP luminescence, 1 h; Potency, µM (series often up to 115 µM), without a hit: top-dose activation, actives largely listed as activators; actives 0.075% (n = 410,000); AID 743266, 2014; further: potency means the concentration at half of the fitted maximal effect; nearly all actives have a fitted effect of over 55% in size; some results filed as inactive show a strong effect at the top dose; inactives centre near -15; many of its hits are not listed in these tables
Target sequence (Q03431 whole entry, looked up): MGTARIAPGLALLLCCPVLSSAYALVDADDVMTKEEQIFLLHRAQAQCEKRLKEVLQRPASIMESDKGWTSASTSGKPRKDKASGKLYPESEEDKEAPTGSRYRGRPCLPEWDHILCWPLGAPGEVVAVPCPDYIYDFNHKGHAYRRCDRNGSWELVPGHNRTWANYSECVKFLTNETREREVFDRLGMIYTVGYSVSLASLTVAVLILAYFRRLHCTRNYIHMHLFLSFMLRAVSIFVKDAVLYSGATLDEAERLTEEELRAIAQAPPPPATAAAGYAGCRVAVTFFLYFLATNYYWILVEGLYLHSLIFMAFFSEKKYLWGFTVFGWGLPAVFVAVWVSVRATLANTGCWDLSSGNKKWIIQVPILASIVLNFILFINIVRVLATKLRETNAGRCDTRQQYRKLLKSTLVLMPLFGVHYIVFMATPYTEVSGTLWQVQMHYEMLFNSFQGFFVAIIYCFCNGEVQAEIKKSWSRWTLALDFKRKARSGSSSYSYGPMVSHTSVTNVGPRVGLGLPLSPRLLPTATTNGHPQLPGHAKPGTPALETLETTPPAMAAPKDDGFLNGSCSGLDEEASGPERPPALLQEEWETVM
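HEK-293-derived GP2 cells expressing PTHR1 and a GloSensor cAMP reporter, 3,000/well, plated overnight, given luciferin plus IBMX (each 0.5 mM as added) for 1 h at 37 °C, then compound for 1 h at 37 °C. Luminescence was read after 15 min at room temperature.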
CCT modulator: High-Throughput Screening for Modulators of Cytosolic Chaperonin Activity | purified chaperonin ATPase assay, HTRF ADP detection, 30 min | activity change, % (no concentration beside the values), hits read low | actives 0.3% (n = 360,000) | AID 651819, 2012; in the data active means activity change below about -30%; further: on the % scale 0 is the no-effect control and ±100 the full control effect
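We incubate TRiC, 40 or 20 nM final, with library compounds at 76 uM and 10 uM ATP for 30 min at 37 °C. ADP formed is detected with Transcreener HTRF reagents after 30 min at room temperature.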
EPAC2 ag: qHTS for Agonist of cAMP-regulated guanine nucleotide exchange factor 4 (EPAC2): primary screen | Potency, µM (top dose mostly 154 µM), inactives show at the highest dose activation, most hits filed as activators | EPAC2 activation, biochemical qHTS; response scale: 100% = 6.5 mM cAMP response | actives 0.079% (n = 360,000); further: potency means the concentration at half of the fitted maximal effect; nearly all actives have a fitted effect of over 50% in size
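Setup: EPAC2 100 nM, labeled Rap1B complex 250 nM, free GDP 50 uM. Compound titrations pinned in, brief spin, 5 min room temperature incubation. Kinetic fluorescence read over 30 min, normalized to 6.5 mM cAMP.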
Starred values were filed as active, the others as inactive; i = inactive; ? = inconclusive; · = no result given; & = joins results of further samples; [ ] = remark or other dose. Unless noted, the call rests on the fitted dose curve; in most records, active means well fitted curve in the direction sought with a large enough effect; inconclusive means small, poorly fitted or top-dose-only effect, or another doubt; inactive means no such curve, though single readings can be large; an effect the other way counts as inactive or inconclusive. This is a subset, so the mix of outcomes need not match the whole.

Order of values: CCT modulator	D3 antag	MmCpn inh	EPAC2 ag	DRD3 agonist	PTHR1 ag	EPAC2 antag	Akt phos inh
- COc1ccc2ccccc2c1/C=N/NC(=O)c1cc(C)[nH]n1
 : 2.5	-15	-1%	0%	-8	-42%[inhibitor]	3%	i
- N#C/C(=C(/O)COC(=O)CSc1ccc2ccccc2c1)c1nc2ccccc2[nH]1
 : 2.8	-13	-10%	7%	0	-7%	17%	i
- Cc1ccc(/C=C2\SC(=S)N(CCC(=O)NNC(=O)c3cccc(O)c3)C2=O)cc1
 : -1.4	10	-15%	6%	10	i	-4%	i
- C#CCNC(=O)C1=C[C@@H](C2CC2)C[C@@H](OCCCCO)O1
 : -2.5	-16	1%	8%	7	i	5%	i
- Cc1nnc(SCC2=C(C(=O)O)N3C(=O)C(NC(=O)Cc4ccccc4)C3SC2)s1 (stereo not drawn)
 : 1.4	-4	0%	-3%	-3	i	-11%	i
- Cc1ccc(/C=N/NC(=O)CNC(=O)c2cccs2)cc1
 : 2.4	-1	0%	10%	-7	i	-5%	i
- Cc1ccc(NC(=O)COC(=O)c2cc(Cl)ccc2Cl)c(Br)c1
 : -0.7	10	-4%	-2%	9	-10%	-15%	i
- CCN(CC)CCCNC(=O)c1cn(C)c2ccc(S(=O)(=O)N(C)C3CCCCC3)cc2c1=O
 : 0.5	-12	4%	7%	-8&-6	?	-1%	i
- COc1ccc(Cc2noc(CN3CCCN(C4Cc5ccccc5C4)CC3)n2)cc1OC
 : 2.2	0	1%	2%	0	i	-1%	i
- Cc1cc2[nH]c3ccccc3c2cn1
 : 0.3	11	0%	-3%	6	i	0%	i
- Cn1c(=O)c2cc(S(=O)(=O)N3CCC(c4ccccc4)CC3)ccc2n(C)c1=O
 : -5.1	14	-3%	-1%	1	-13%[57.5 µM]	-2%	i
- O=C(Nc1ccc2c(c1)OCCO2)c1ccc(Br)c(S(=O)(=O)N2CCOCC2)c1
 : 1.0	-8	-3%	13%	0	-17%[57.5 µM]	-1%	i
- Cc1cc(C)cc(NC(=O)N2CCNC(=O)C2CC(=O)Nc2cc(Cl)ccc2Cl)c1 (stereo not drawn)
 : 0.4	8	0%	-7%	6	-44%[inhibitor]	4%	i
- Cc1ccc(-n2c(C)cc(C(=S)N3CCOCC3)c2C)cc1C
 : -4.6	-16	-3%	2%	-16	i	-6%	i
- CC(=O)N1CCN(c2nc(C)nc3sc4c(c23)CCC(C)C4)CC1 (stereo not drawn)
 : 0.0	-2	-1%	4%	-1	-8%[57.5 µM]	-2%	i
- Cc1cc(C)cc(NC(=O)CCN2CCCC2)c1
 : -0.1	-21	2%	4%	-3	i	10%	i
- CN(C)c1ccc(/C=C/c2c([N+](=O)[O-])c(=O)n(C)c(=O)n2C)cc1
 : -0.6	-12	-1%	4%	4	-36%[inhibitor]	10%	i
- O=C(NN=Cc1ccc(F)cc1)c1ccccc1NS(=O)(=O)c1cccs1
 : 1.1	20	3%	-2%	1	-47%[inhibitor]	-19%	i
- O=C(CNC(=O)c1ccc(S(=O)(=O)N2CCCC2)cc1)N/N=C/c1ccccc1Cl
 : -5.0	2	4%	3%	3	i	-23%	i
- CCN(CCNC(=O)C1CCC(=O)N1Cc1ccc(C)cc1)c1ccccc1 (stereo not drawn)
 : -0.2	15	1%	-1%	0	i	6%	i
- CC(C)CC(C(=O)O)N1C(=O)[C@@H]2[C@H](C1=O)[C@@H]1C[C@H]2C(Br)C1Br (stereo partly drawn)
 : 1.8	?	2%	-2%	-3	-4%	12%	i
- Cc1c(Cc2ccccc2)c(=O)oc2cc(O)cc(O)c12
 : 1.0	14	-11%	5%	-11	-23%	-14%	i
- CCOC(=O)c1c2c(n(-c3ccc(OC)cc3)c1C)C(=O)C(=O)c1ccccc1-2
 : -1.5	19	·	22%	5	-22%	?	i
- Cc1ccc(/C=N/n2c(-c3cccnc3)n[nH]c2=S)s1
 : 2.0	-23	0%	1%	-3	i	9%	i
- CCOC(=O)N1CCN(C(=O)CNC(=O)Cn2cnc3ccccc3c2=O)CC1
 : -0.9	12	1%	4%	1	-17%	10%	i
- Cc1cc(CNC(=O)C2(C(F)(F)F)C/C(=C\CCO)CCCO2)nn1C (stereo not drawn)
 : 2.7	34	·	5%	4	i	-3%	i
- O=C(CN1C(=O)NC2(CCCC2)C1=O)OCCOc1cccc(Br)c1
 : 0.4	4	1%	5%	1	i	6%	i
- CCN(CC)c1ccc(/C=N/OCC(=O)Nc2cccc(C)c2)cc1
 : -8.7	14	-4%	?	4	-4%	3%	i
- O=C(Nc1cc(C(F)(F)F)ccc1Cl)c1ccc(NC(=O)C(F)(F)F)cc1
 : 3.1	-20	1%	-8%	5	-37%[inhibitor]	-1%	i
- COc1ccc2oc(C(=O)Nc3ccc(S(=O)(=O)N(C)C4CCN(C)CC4)cc3)c(C)c2c1
 : -2.5	-27	2%	11%	-17	i	-11%	i

More entries follow:
Order of values: CCT modulator	D3 antag	MmCpn inh	EPAC2 ag	DRD3 agonist	PTHR1 ag	EPAC2 antag	Akt phos inh
- C=CCn1sc(=N)c(C#N)c1N
 : -0.9	-17	?	10%	-13	9%[57.5 µM]	0%	i
- COC(=O)CCN(C1CCCCC1)S(=O)(=O)c1ccc(S(=O)(=O)NC2CCCCC2)cc1
 : 1.6	-13	3%	9%	-2	-2%	-8%	·
- CCN(CC)S(=O)(=O)c1ccc(O)c(C(=O)OCC(=O)N2c3ccccc3CC2C)c1 (stereo not drawn)
 : -1.9	-15	-5%	-4%	-2	-31%[inhibitor]	1%	i
- COc1ccc(-c2noc(CN(C)C(=O)c3ccoc3C)n2)cc1
 : 0.2	8	2%	3%	6	-15%	1%	i
- COC(=O)c1c(-c2cccnc2)csc1NC(=O)c1cc(C)on1
 : -1.7	28	-11%	-5%	2	-36%[inhibitor]	-6%	i
- Cc1ccc(-c2nc3ccccc3c(=O)n2-c2c(C)n(C)n(-c3ccccc3)c2=O)cc1
 : -1.4	8	0%	4%	5	i	2%	i
- Cc1ccc(-c2csc3ncn(Cc4ccc(C(=O)O)cc4)c(=O)c23)cc1C
 : -2.6	-15	-1%	6%	-3	-45%[inhibitor]	-4%	i
- Cc1cc(N2CCN(c3ccccc3)CC2)nc(-n2nc(C)cc2C)n1
 : -1.9	-86*	2%	7%	-25	-25%	-2%	i
- COc1ccccc1/C=C/CN1CCN(Cc2ccc(C)o2)C(CCO)C1 (stereo not drawn)
 : 2.7	-77*	0%	3%	-14	i	-8%	i
- CCOC(=O)N1CCN(C(=O)c2ccc(Cl)c(S(=O)(=O)N3CCCC3)c2)CC1
 : -2.5	-24	2%	17%	-1	-19%	4%	i
- CCOc1ccc(NC(=O)CSc2nnnn2-c2ccc(C(N)=O)cc2)cc1
 : -1.5	19	-10%	9%	11	i	5%	i
- CCOC(=O)Cn1c(C)cc(COC)c(C#N)c1=O
 : -0.7	1	2%	7%	3	-9%	6%	i
- CCCC(=O)Oc1ccc(C2NC(=O)c3ccccc3O2)cc1 (stereo not drawn)
 : -8.5	?	-1%	-4%	4	-14%	-1%	i
- CC(O)c1cccc(NC(=O)CCCc2ccccc2)c1 (stereo not drawn)
 : 1.1	11	1%	4%	-1	i	-3%	i
- O=C(N/N=C/c1ccc(Cl)cc1Cl)c1cccc(N2CCCC2=O)c1
 : -2.9	-2	?	-2%	-7	-45%[inhibitor]	0%	i
- CCCCn1c(N)c(N(CCOC)C(=O)C(C)Oc2ccc(Cl)cc2)c(=O)[nH]c1=O (stereo not drawn)
 : -1.4	-14	0%	4%	-18	5%	14%	i
- Cc1ccc(Cl)cc1N1CCN(S(=O)(=O)c2ccc3[nH]c(=O)ccc3c2)CC1
 : -3.2	24	1%	-7%	2	-1%	7%	i
- O=C(NCCN1CCCC(O)C1)c1cc(COc2c(F)cccc2F)on1 (stereo not drawn)
 : -1.7	-11	1%	0%	-5	i	-16%	i
- Cc1cc(-c2nnc(CSc3nnc(NC(=O)c4ccc(C(C)(C)C)cc4)s3)o2)ccc1[N+](=O)[O-]
 : -1.9	-4	1%	-5%	1	i	1%	i
- COc1cccc(C(=O)N2CCC[C@@H]2C(=O)N2CCC[C@@H]2C(=O)NCc2ccccc2Cl)c1
 : 0.3	20	·	5%	0	-14%	4%	i
- O=C1Oc2ccccc2C2(O)C3CCCCCC3C12 (stereo not drawn)
 : 2.4	-19	-1%	1%	6	-13%[57.5 µM]	-2%	i
- Cc1cc(-n2c(C)cc(C(=O)CSc3ccccn3)c2C)no1
 : -2.0	-13	-2%	13%	6	-19%	-15%	i
- COc1ccc(-c2cccc(-c3cc(=O)oc4cc(OC)c(OC)c(OC)c34)c2)cc1
 : -0.5	42	1%	4%	8	i	-8%	i
- CCOP(=O)(Nc1cccc2oc(=O)c3ccccc3c12)OCC
 : -4.0	1	·	6%	-3	i	-5%	i
- Cc1ccnc2nc(C(=O)OCCOc3ccc(Cl)cc3)nn12
 : -5.6	10	-2%	0%	5	i	-15%	i
- CN1CCC(N(C)C(=O)CNC(=O)c2ccc(C(C)(C)C)cc2)CC1
 : 1.2	-26	2%	11%	2	-11%	13%	i
- O=C(NNC(=O)c1ccccc1[N+](=O)[O-])c1cnccn1
 : -9.7	-8	1%	6%	-1	-4%[57.5 µM]	-2%	i
- COc1ccc(CN2C(=O)NC3(CCOc4ccccc43)C2=O)cc1F (stereo not drawn)
 : -0.3	-11	3%	-3%	-7	-24%	-8%	i
- O=C(NC(=S)NCc1ccncc1)c1ccccc1
 : -3.7	-6	0%	3%	-1	-12%	5%	i

Two of the compounds above, with each value named:
> O=C(NCCN1CCCC(O)C1)c1cc(COc2c(F)cccc2F)on1 (stereo not drawn)
  CCT modulator: -1.7
  D3 antag: -11
  MmCpn inh: 1%
  EPAC2 ag: 0%
  DRD3 agonist: -5
  PTHR1 ag: i
  EPAC2 antag: -16%
  Akt phos inh: i
> Cc1cc(-c2nnc(CSc3nnc(NC(=O)c4ccc(C(C)(C)C)cc4)s3)o2)ccc1[N+](=O)[O-]
  CCT modulator: -1.9
  D3 antag: -4
  MmCpn inh: 1%
  EPAC2 ag: -5%
  DRD3 agonist: 1
  PTHR1 ag: i
  EPAC2 antag: 1%
  Akt phos inh: i
